# Pf Dd2 inh: inhibitors of Plasmodium falciparum Dd2 growth; P. falciparum Dd2 growth, SYBR Green, 72 h; Potency, µM (titrated, usually from 28.9 µM), for the others: at the top dose activity, negative = inhibition, usual class: inhibitors; actives 4.3% (n = 120,000); AID 1347417; active = well fitted inhibition curve with a large enough effect; inconclusive = small, poorly fitted or top-dose-only effect; inactive = no such curve, though single readings can be large or run the other way;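 also: plate controls were DMSO vehicle for no effect and reference drug for full effect; nearly all actives have a fitted effect of over 65% in size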
#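 Infected erythrocytes (Dd2, 0.3% parasitemia, 2.5% hematocrit final) are added to compound in RPMI-1640/Albumax II medium, grown 72 h at 37C in low oxygen, then lysed with saponin/Triton-X containing SYBR Green and read by fluorescence.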
# * marks the source's active call; other numbers are inactive results; i = inactive; ? = inconclusive; [ ] = remark or other dose. Potency is read from the fitted curve at half-maximal effect. Not all compounds are listed; rates above refer to the full screens.
SMILES,Pf Dd2 inh
CC(C)CC(=O)NC[C@@H]1C[C@H](F)CN1C(=O)CCCc1cccs1,-17%
Cn1cnnc1CC1CCN(C(=O)c2ccccc2)CC1,-9%
Cc1nc(-c2cccc(Cl)c2)n(CC(=O)Nc2ccccc2)c(=O)c1CCO,?
CC1=C[C@@H](CNS(C)(=O)=O)[C@H](C(C)C)C[C@H]1Cc1nc2ccc(F)cc2[nH]1,?
O=C(NCc1ccccc1Br)c1cnc2sc(N3CCCCCC3)nn2c1=O,34%[activator]
CCOc1ccc(C2NC(=O)N(CCOC)C3=C2C(=O)OC3)cc1 (stereo not drawn),-14%
COc1cccc(N2CCN(c3nc(C(=O)NCc4cccnc4)cs3)CC2)c1,i
CCN1c2cc(C(=O)NC3CCN(Cc4ccccc4)CC3)ccc2C(=O)N2CCCCC21 (stereo not drawn),7.9µM*
O=C(COc1ccc(Cl)cc1)N1CCc2nn(CC3CC3)c(=O)n2CC1,-6%
CCc1cccc(NC(=O)N2CC(c3nnc(C(C)C)o3)C3(CCOCC3)C2)c1 (stereo not drawn),-10%
O=C(N[C@@H]1CCOC[C@H]1OCCO)c1cc(C2CC2)nc2ccccc12,-4%
c1ccc(CN2CCn3c(nnc3C3CCNCC3)C2)cc1,59%[activator][44.1 µM]
CCOC(=O)c1c(-c2ccc(OC)c(OC)c2)csc1NC(=O)c1ccc(F)cc1,6%
CCCOc1ccc(C2C(=O)N(C3CCCCC3)CC(=O)N2C2CCCCC2)cc1OC (stereo not drawn),24%
COc1ccc(-c2[nH]c(-c3ccc(O)cc3)nc2-c2ccccc2)cc1,?

# A second format for 3 compounds above:
> c1ccc(CN2CCn3c(nnc3C3CCNCC3)C2)cc1
- Pf Dd2 inh: 59%[activator][44.1 µM]
> CCOC(=O)c1c(-c2ccc(OC)c(OC)c2)csc1NC(=O)c1ccc(F)cc1
- Pf Dd2 inh: 6%
> CCCOc1ccc(C2C(=O)N(C3CCCCC3)CC(=O)N2C2CCCCC2)cc1OC (stereo not drawn)
- Pf Dd2 inh: 24%

# Other records.
SMILES,Pf Dd2 inh
O=C(c1ccc2c(c1)OCCO2)N(Cc1cccnc1)c1nc2ccc(F)cc2s1,?
Cc1cccc(C)c1OC(=O)CSc1nnc(CNC(=O)c2ccccc2)o1,31%[activator][5.79 µM]
COc1ccc(NC(=O)N2CC[C@@H](CO)N(C)c3cccnc3C2)cc1,-10%[44.1 µM]
O=C(NCc1ccc(Cl)nc1)c1cn2c(n1)CN(C(=O)c1ccccc1)CC2,-26%
COc1ccc(OC)c(C2C(C(N)=O)=C(C)Nc3nc(-c4cccc(Cl)c4)nn32)c1 (stereo not drawn),?
Cc1ccccc1Cn1c2ccccc2c2cnn(CC(=O)NCc3ccccn3)c(=O)c21,0%
COC(=O)c1ccccc1NC(=O)Cn1cc(S(=O)(=O)Cc2ccccc2F)c2ccccc21,?
O=C(Nc1ccccc1F)N1CC2CCC(C1)N2Cc1ccc(-c2cc(F)cc(F)c2)cc1,?
COc1ccc(-c2cn3c(n2)CO[C@@H](CNC(C)=O)C3)cc1,10%[44.1 µM]
N[C@H]1CN(C(=O)C2CCN(C(=O)c3ccccn3)CC2)C[C@@H]1C1CC1,-14%
O=C(COc1ccc([N+](=O)[O-])cc1)Nc1cccc2cccnc12,14%
O=c1cc(-c2ccccn2)oc2c(NC3CCOCC3)nccc12,-13%[44.1 µM]
COc1cc(C(=O)N2CCN(c3ccc(Nc4ccccc4)nn3)CC2)cc(OC)c1OC,5%
CC(C)c1nccn1CCCNc1nc(-c2ccncc2)nc2c1cnn2C,13µM*
CCC1CN(C(=O)NCc2cccc(OC)c2)c2ccccc2O1 (stereo not drawn),22%

# Continued, overlapping the part above by four compounds.
SMILES,Pf Dd2 inh
O=c1cc(-c2ccccn2)oc2c(NC3CCOCC3)nccc12,-13%[44.1 µM]
COc1cc(C(=O)N2CCN(c3ccc(Nc4ccccc4)nn3)CC2)cc(OC)c1OC,5%
CC(C)c1nccn1CCCNc1nc(-c2ccncc2)nc2c1cnn2C,13µM*
CCC1CN(C(=O)NCc2cccc(OC)c2)c2ccccc2O1 (stereo not drawn),22%
COc1ccc(C(C)NC(=O)c2cc3c(n2C)CCN(Cc2ccccc2)C3)cc1OC (stereo not drawn),?
CCOC(=O)c1ccccc1NC(=O)CSc1nc2ncccc2[nH]1,16%
O=C(NCc1ccncc1)C1CN(S(=O)(=O)c2cccnc2)CC12CCOCC2 (stereo not drawn),17%
c1ccc(CCc2nc3nccc(-c4ccco4)n3n2)cc1,-10%
COc1ccccc1N1CCN(C[C@H]2CN3CC[C@H]2C[C@@H]3CNC(=O)c2ccc3c(c2)OCO3)CC1,?
CC(C)CNC(=O)C1(CCO)CCN(Cc2ccccc2)C1 (stereo not drawn),?
CCc1ccc(S(=O)(=O)Nc2cc(-c3cn4ccccc4n3)ccc2C)cc1,?
Cc1ccc(C(=O)NCCn2ccn3nc(-c4ccc(C)cc4C)cc3c2=O)cc1,-32%
O=C(Nc1ccc(N2CCC(NC3Cc4ccccc4C3)CC2)cc1)C1CCCC1,-22%
COc1ccc(OCC2(C)COc3ccc(C(=O)N4CCN(C)C(=O)C4)cc3N2)cc1 (stereo not drawn),-28%[44.1 µM]
COCc1nc(C2CC(N)C2)cc(N2CCC3(CC2)CNC(=O)O3)n1 (stereo not drawn),-11%
CC[C@@H](NC(=O)Cc1[nH]nc2ccccc12)C1CC(O)C1 (stereo partly drawn),-4%
COCc1cc(=O)n(CC(=O)Nc2ccccc2OC)c(N2CCOCC2)n1,-9%
O=C1CC(c2ccccc2)N(Cc2ccncc2)CCCN(C(=O)CC2CCCC2)CCN1 (stereo not drawn),?
Cc1cccc(C)c1NC(=O)N1CCC(OC2CCN(S(C)(=O)=O)CC2)CC1,-5%
CC(Sc1oc(-c2cccs2)nc1S(=O)(=O)c1ccccc1)c1ccccc1 (stereo not drawn),9%
COc1ccc(C(=O)N2CCC3(C2)C(=O)Nc2ccccc23)cc1 (stereo not drawn),-20%
CCC(Sc1nc2ccccc2c2nc(CCn3c(C)nc4ccccc43)nn12)C(=O)Nc1ccc(F)cc1 (stereo not drawn),?
COc1ccc(S(=O)(=O)NC2(C(F)(F)F)NC(=O)N(CCc3ccccc3)C2=O)cc1 (stereo not drawn),-34%
COc1ccc(S(=O)(=O)NC[C@@H]2C=C(C)[C@H](CC(=O)N3CCN(c4ccccn4)CC3)C[C@H]2C(C)C)cc1,?
COCCNC(=O)[C@@H]1C[C@H](Oc2cccnc2)CN1C(=O)c1cnccc1C,i
COc1ccc(C(=O)NCCn2cccc2-c2nc(-c3ccccc3)no2)cc1F,5µM*
O=C(Nc1ncc(-c2ccccc2)c2c1OCC2)c1ccncc1,41%[activator][44.1 µM]
Cc1ccc2nc3n(c2c1)[C@@H](CNS(=O)(=O)c1ccc(C#N)cc1)COC3,-6%[44.1 µM]
CCc1nc2ccc(C(=O)NCc3ccc(SC)cc3)cc2nc1CC,i
O=C(NC1CC(=O)N(c2cccc(F)c2)C1)c1cccs1 (stereo not drawn),19%
CCn1nccc1C(=O)N1CCC(c2noc(-c3cnccn3)n2)C1 (stereo not drawn),31%[activator][5.79 µM]
NC(=O)CCNC(=O)C1=C[C@@H](NC(=O)Nc2ccc(F)cc2F)[C@@H](O)[C@H](O)C1,14%[44.1 µM]
COc1cc(CN(C)C2CCOc3ccccc32)ccc1F (stereo not drawn),?
CCOc1cc(C(=O)Nc2ccc(NC(=O)c3cc4ccccc4o3)c(OC)c2)cc(OCC)c1OCC,-3%
C[S+](=O)([O-])N1Cc2ccccc2CC2(CCCN(Cc3ccccn3)C2)C1 (stereo not drawn),-29%
O=C(Cc1cccs1)NC1CCN(c2cc(C(F)(F)F)ncn2)CC1,?
O=C(NCCC1CCN(C(=O)Nc2ccccc2)CC1)c1ccc(F)cc1,?
O=C(NCc1cccc(F)c1)N1CCCC(Cn2cnc3cccnc32)C1 (stereo not drawn),-14%
CCCN1CC(Oc2cccc(C(=O)N3CCOCC3)c2)C1,?
O=C(c1cc2cn(C3CC3)cc2s1)N1CCN(c2ccccn2)CC1,-4%
CC1(c2ccccc2)N(Cc2ccc(O)cc2)C(=O)OC12CCN(C(=O)c1ccccc1)CC2 (stereo not drawn),?
COc1ccc(C(=O)N2CCC(Cn3c(C)cnc3-c3cccnc3)CC2)c(OC)c1,-21%
COc1ccc(CN2CCCC3(C2)NC(=O)c2ccccc2O3)cc1 (stereo not drawn),i
O=C(NCCc1ccc(Cl)cc1)c1nc(-c2ccc(Cl)cc2Cl)c2cnccn12,4.5µM*
C=CCNC(=O)N1CC[C@H]2CC(=O)N(C3CCCCC3)CC[C@H]2C1,1%[44.1 µM]
NC(=O)[C@@H](Cc1ccccc1)NC(=O)C1=C[C@@H](NC(=O)CS(=O)(=O)c2ccccc2)[C@@H](O)[C@H](O)C1,-22%
COCCCNC(=O)C1(C)CN(Cc2ccccc2)Cc2ccc(NCC(C)C)nc21 (stereo not drawn),-24%[44.1 µM]
CC(CCc1ccccc1)NC(=O)CC(c1cccc2c1OCO2)c1c[nH]c2ccccc12 (stereo not drawn),-15%
O=C(Nc1cccc(O)c1)c1cc2nc(-c3ccc(Br)cc3)cc(C(F)(F)F)n2n1,8%

# The list goes on; it opens with the 2 that closed the last part.
SMILES,Pf Dd2 inh
CC(CCc1ccccc1)NC(=O)CC(c1cccc2c1OCO2)c1c[nH]c2ccccc12 (stereo not drawn),-15%
O=C(Nc1cccc(O)c1)c1cc2nc(-c3ccc(Br)cc3)cc(C(F)(F)F)n2n1,8%
O=S1(=O)N(Cc2ccccc2)CCCN1Cc1cccc(Cl)c1,9%
Cc1noc(C)c1CC(=O)N1CCCn2cc(-c3ccccc3F)nc21,-24%
Fc1cccc(Cl)c1Cn1c(-c2cccs2)nc2ccccc21,-2%
COc1ccc(-c2nc3c(C)cccc3cc2CN2CCC[C@H]2CO)cc1OC,?
COCCOC1CCN(C(=O)c2ccccc2)CC1,112%[activator]
CN1Cc2ncnc(N3CCN(Cc4ccccc4)CC3)c2CN(c2ccc([N+](=O)[O-])cc2)C1=O,i
O=C(C1CCCC1)N1CCC(C(=O)N2CCCN(Cc3cccnc3)CC2)CC1,15%
Cc1ccc2oc(-c3cccc(NC(=O)Cc4ccc(Cl)cc4)c3)nc2c1,20%
Cc1ccc(C)c(N2CCN(c3nc4ccccc4c(=O)n3-c3ccc(Cl)cc3)CC2)c1,-24%
Cc1cc(C)cc(NC2=N[C@H]3[C@@H](O)[C@H](O)C[C@H](C(=O)N4CCC(C(N)=O)CC4)[C@H]3S2)c1,-16%
COc1ccc(CN2C(=Nc3ccc(OC)cc3)S[C@H]3[C@@H]2[C@@H](O)[C@H](O)C[C@@H]3C(N)=O)cc1,-8%
CCOC(=O)c1c(C)oc2nc(C)nc(NCCCN3CCN(c4ccccc4)CC3)c12,-13%
CCOC(=O)c1c(NC(=O)c2cc(-c3cccc(Cl)c3)on2)sc(C(C)=O)c1C,27%
CNCc1cn(C[C@H]2O[C@@H](CC(=O)N(C)Cc3ccccc3)[C@H](O)[C@@H]2O)nn1,26%[44.1 µM]
CCc1nnc(NC(=O)C2c3ccccc3C(=O)N(CCOC)C23CCCCC3)s1 (stereo not drawn),?
CN1CC(=O)N(C2CCNCC2)Cc2c(NCCCc3ccccc3)ncnc21,-24%
O=C(Cn1ccn2nc(-c3ccc(F)cc3)c(CO)c2c1=O)Nc1ccc2c(c1)CCC2,-6%
O=c1c2c(n(Cc3cccnc3)n1-c1ccccc1)CN(CC1CCOCC1)CC2,4%[44.1 µM]
COc1cc(OC)c(NC(=O)CCn2cccn2)cc1Cl,14%
COC(=O)[C@@H](C)NC(=O)[C@H]1CN(C(C)=O)CCN1C(=O)C1CCCCC1,29%[44.1 µM]
CC(C)CCNC(=O)C1CCC(CNS(=O)(=O)c2cccc3nsnc23)CC1 (stereo not drawn),3.2µM*
CCCC1c2nccn2CCCN1C(=O)Cn1c(=O)oc2ccccc21 (stereo not drawn),-20%
O=C(Cn1c(-c2cccs2)cc2cc(F)ccc21)NCCCN1CCN(c2ccccc2F)CC1,8.9µM*
COc1ccc(C(=O)CN2C(=O)N(c3ccc(C(C)=O)cc3)S(=O)(=O)c3ccccc32)cc1,-22%
Cc1ccc(C(=O)NCCn2cccc2-c2nc(-c3ccccc3)no2)cc1F,-10%
COc1ccc(N2C(=O)CSC23C(=O)N(Cc2cccc(C(F)(F)F)c2)c2ccccc23)cc1 (stereo not drawn),?
Clc1ccc(-c2cnc([C@@H]3COCCN3Cc3csnn3)[nH]2)cc1,-28%[44.1 µM]
COCc1nncn1C1CCN(S(=O)(=O)c2ccc(Cl)c(C)c2)CC1,-13%
COc1cccc(OC)c1C(=O)Nc1ccc(S(=O)(=O)Nc2nccc(C)n2)cc1,97%[activator]
COc1cccc(C(=O)Nc2ccccc2OCc2cc(=O)n3cc(C)ccc3n2)c1,2%
COc1ccc(OC)c(CCNc2ncnc3onc(-c4ccc(F)cc4)c23)c1,?
CCOc1ccc2nc(NC(=O)c3nc(SC(C)C)ncc3Cl)sc2c1,69%[activator]
O=C(NCCC1CCN(C(=O)Nc2cc(F)ccc2F)CC1)c1ccoc1,-24%
O=C(c1c[nH]c2ncccc12)N1CCN(Cc2ccccc2)CC1,i
Cc1ccccc1C(=O)n1nc(-c2ccco2)nc1NCc1cccs1,24%
COCc1cn(C[C@H]2C[C@@H](NC(=O)C(C)C)[C@H](O)[C@@H]2O)nn1,14%[44.1 µM]
C[S+](=O)([O-])N1CC2ON=C(C(=O)NCc3cccnc3)C2C1 (stereo not drawn),14%

# Source: PubChem (National Center for Advancing Translational Sciences (NCATS))
